Screening data deposited in PubChem BioAssay by National Center for Advancing Translational Sciences (NCATS).
DRD3 agonist: activates the human D3 dopamine receptor | D3R DiscoveRx beta-arrestin cells, luminescence, 90 min | max activation, % | AID 652048 | hit rate 0.58% among 410,000 | P35462; in the data active = max activation above about 30%; also: 0% is about no effect; mostly tested at two doses, the higher about 12 µM
Target sequence (P35462 whole entry, looked up): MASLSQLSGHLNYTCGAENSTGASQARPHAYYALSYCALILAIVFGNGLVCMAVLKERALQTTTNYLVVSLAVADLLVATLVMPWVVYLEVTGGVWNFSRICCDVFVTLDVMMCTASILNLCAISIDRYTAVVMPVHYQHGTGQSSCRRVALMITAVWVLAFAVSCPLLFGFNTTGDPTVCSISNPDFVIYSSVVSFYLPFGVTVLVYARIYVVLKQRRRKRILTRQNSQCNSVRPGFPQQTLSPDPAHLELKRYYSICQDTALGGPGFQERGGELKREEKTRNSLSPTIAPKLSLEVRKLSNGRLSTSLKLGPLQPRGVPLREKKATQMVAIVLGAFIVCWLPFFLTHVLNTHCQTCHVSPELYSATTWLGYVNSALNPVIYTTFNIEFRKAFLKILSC
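Cells at 1500/well, incubated overnight, then treated with pinned compounds (dopamine as control) for 90 min at 37 degrees C. DiscoveRx reagent added for 30 - 60 minutes at room temperature; luminescence read.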
KB-V1 cytotox: KB-V1 MDR subline cytotoxicity | KB-V1 MDR cells viability, CellTiter-Glo, 72 h | Potency, µM (doses to about 46.1 µM), for the others: at the top dose activity change, negative = cytotoxicity, usual class: cytotoxic | hit rate 3.4% among 400,000 | AID 1347076; also: potency is read from the fitted curve at half-maximal effect; % is scaled to controls: 0 for no effect and ±100 for the full control effect; nearly all actives have a fitted effect of over 60% in size
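KB-V1 cells (P-gp-expressing MDR subline of KB-3-1) in phenol-red-free DMEM with 10% FBS were exposed to library compounds over a concentration series for 72 h at 37 degrees C. Viability read by CellTiter-Glo luminescence; concentration-effect curves fitted after normalization.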
KB-3-1 tox: KB-3-1 parental cell cytotoxicity | hit rate 1.4% among 400,000 | KB-3-1 viability, CellTiter-Glo ATP luminescence, 72 h | AID 1347075 | Potency, µM (top dose mostly 46.1 µM), inactives show at the top dose activity change, negative = cytotoxic, hits mostly cytotoxic; also: potency is read from the fitted curve at half-maximal effect; % is scaled to controls: 0 for no effect and ±100 for the full control effect; nearly all actives have a fitted effect of over 60% in size
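KB-3-1 parental drug-naive adenocarcinoma cells in DMEM/10% FBS, incubated 72 h at 37 C with pin-transferred compounds across a concentration series. Viability by CellTiter-Glo luminescence; concentration-response curves fitted after normalization.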
* hit, by the source's call; ? = inconclusive. Unless noted, calls follow the shape of the dose curve; as a rule, active = well fitted cell-killing curve with a large enough effect; inconclusive = small, poorly fitted or top-dose-only effect, or effect the other way; inactive = flat fitted curve, though single readings scatter.

SMILES | DRD3 agonist | KB-V1 cytotox | KB-3-1 tox
O=C(Cc1c(C(=O)O)[nH]c2ccccc12)Nc1cccc(C(F)(F)F)c1 | 1 | 0% | 3%
Cc1ccc(OCC(=O)Nc2ccc3nc(SCC(=O)N(C)c4ccccc4)sc3c2)cc1 | 4 | ? | 1%
COCCn1c(C)cc(O)c(C(c2ccccc2F)N2CCN(c3ccccc3)CC2)c1=O (stereo not given) | -13 | ? | 0%
Cc1ccccc1Nc1sc(C(=O)c2ccc(F)cc2)c(N)c1C(=O)NCCc1ccccc1 | -7 | ? | 12%
N#Cc1ccccc1NC(=O)Cn1cnc2onc(-c3cccc(F)c3)c2c1=O | -10 | 1% | -15%
COc1ccccc1CNC(=O)Cc1csc2nc(-c3ccc(F)cc3)cn12 | 5 | -17% | -16%
CCOc1ccccc1CNC(=O)CC(C)n1ccc(C)n1 (stereo not given) | -8 | 2% | 4%
Cn1c(=O)c2c(-c3ccccc3)n(CCCO)cc2n(C)c1=O | -4 | 14% | 4%
Cc1ccc(C(=O)NCC(c2ccc(Cl)cc2)N2CCCCC2)cc1 (stereo not given) | -23 | -7% | 5%
Clc1ccccc1-c1nnc(COc2ccccc2)o1 | -7 | 0% | 20%

The closing two compounds of the part before come first, to join the parts:
SMILES | DRD3 agonist | KB-V1 cytotox | KB-3-1 tox
Cc1ccc(C(=O)NCC(c2ccc(Cl)cc2)N2CCCCC2)cc1 (stereo not given) | -23 | -7% | 5%
Clc1ccccc1-c1nnc(COc2ccccc2)o1 | -7 | 0% | 20%
Oc1ccc(Cl)cc1C1=Nc2ccccc2N=C(c2ccccc2)C1 | -12 | 2% | -1%
CCc1ccc(CNC(=O)c2c(C)oc3ncn(CC(C)C)c(=O)c23)cc1 | 3 | -5% | 3%
O=S(=O)(c1ccc(Cl)cc1)c1nc(-c2cccs2)oc1SCc1ccccc1F | 7 | -1% | -15%
Cc1cccc(N(C)C(=O)C2CCN(S(=O)(=O)c3cccc4nonc34)CC2)c1 | 9 | -6% | 2%
CCc1ccccc1NC(=O)Cn1nnc(C(=O)OC)c1C(=O)OC | 2 | -6% | -3%
COc1ccccc1N1CCN(S(=O)(=O)c2ccc(-c3ccno3)cc2OC)CC1 | 5 | 12% | -17%
CCCN(CCC)c1cc(C)nc2nc(-c3ccc(Cl)cc3)nn12 | 9 | -2% | -5%
COC(=O)c1cc2oc3ccccc3c2n1CC(=O)Nc1cccc(SC)c1 | -11 | -14% | 4%
Cc1ccc(C)c(OC(=O)CSc2nnc(-c3cccs3)o2)c1 | 0 | -2% | -2%
CCOC(=O)c1ccccc1NC(=O)Cn1ncc2c1-c1ccccc1OC2 | 2 | -18% | ?
Cc1ccc(-c2nc3nc(C)cc(C)n3c2Nc2ccc3c(c2)OCCO3)cc1 | -4 | -18% | -1%
Cc1cc(N2CCCCC2)nc2ccc(NC(=O)/C=C/c3ccccc3Cl)cc12 | 6 | 12% | ?
O=S(=O)(Nc1ccc(Cl)cc1)c1cccc(S(=O)(=O)c2ccc(Cl)c(Cl)c2)c1 | -1 | -12% | -24%
COc1cc(OC)cc(-n2c(=O)[nH]c3cc(C(=O)NCCc4ccc(C)cc4)ccc3c2=O)c1 | 1 | 0% | -6%
Cn1c(SCc2ccc(F)cc2)nc2ccc(C(=O)NCc3cccc(Cl)c3)cc21 | -15 | 15% | -3%
O=C(Cn1c(=O)oc2cc(S(=O)(=O)NCc3ccccc3)ccc21)NCc1ccc(Cl)cc1 | 0 | -14% | ?
CCNC(=O)c1c(NC(=O)Cc2coc3cc(C)ccc23)sc2c1CCCC2 | 3 | -19% | -17%
O=C(CSc1nc2ccccc2n1Cc1ccc(F)c(Cl)c1)N1CCN(c2ccc(F)cc2)CC1 | 5 | ? | 3%
COc1cc(SC)ccc1C(=O)N1CCn2c3c(c4cc(C)ccc42)CCCC31 (stereo not given) | -4 | 8% | 2%
CC1CN(C(=O)N2CCC(C(=O)NCc3cccs3)CC2)c2cc(Cl)ccc2O1 (stereo not given) | 4 | ? | ?
CN(C)c1ccc(C(=O)NCc2ccc3c(c2)CCN3C(=O)c2ccc(Cl)cc2)cc1 | -10 | 2% | -7%
Cc1ccc(CNC(=O)C2CCCCN2S(=O)(=O)c2ccc(F)cc2)cc1 (stereo not given) | -12 | ? | 0%
CCN(CC)CCNC(=O)CSc1nc2nc(C)c(Cc3ccccc3)c(C)n2n1 | 8 | 19% | 2%
Cc1nc(-c2ccc(Cl)cc2)sc1CCNC(=O)c1ccc(C(F)(F)F)cc1 | -8 | -4% | -27%
Cc1ccc2sc(-c3ccc(N)cc3)nc2c1 | -12 | 5% | -6%
Cc1cc(C)cc(NC(=O)Cn2cc(C(=O)C3CCCCC3)c3ccccc32)c1 | 7 | 6% | 1%
Cc1cc(C)c2c(=O)cc(CSCC(=O)Nc3ccccc3Cl)[nH]c2c1 | 6 | -1% | 0%
CCC(=O)N1CCc2cc(S(=O)(=O)NC(C(=O)NCCc3ccc(C)cc3)C(C)C)ccc21 (stereo not given) | -9 | 2% | 3%
CCn1cc(C(=O)NCc2ccccc2)c(=O)c2cc(S(=O)(=O)N3CCCCC3)ccc21 | -11 | -6% | 17%
CS(=O)(=O)N1CCc2cc(S(=O)(=O)NCc3ccccc3Cl)ccc21 | -9 | 0% | 15%
Cc1cc(C)cc(N2C(=O)CC(c3ccc(C(F)(F)F)cc3)C3=C2COC3=O)c1 (stereo not given) | -1 | -19% | 3%
Cc1ccc(C)c(N2CCN(C(=O)C(C)n3nc(C)c4sc5ccccc5c4c3=O)CC2)c1 (stereo not given) | -22 | 0% | -1%
COc1ccccc1NC(=O)CCNS(=O)(=O)c1ccc2c(c1)CCN2C(=O)C1CC1 | 5 | -10% | -20%
COc1ccc(-n2ncc(C(=O)Nc3cccc(C(F)(F)F)c3)c2C2CCN(C(=O)OC(C)(C)C)CC2)cc1 | 2 | 3% | 0%
CCS(=O)(=O)c1c(Nc2ccc(F)c(Cl)c2)sc(C(=O)c2ccccc2)c1N | -8 | -20% | -9%
Cc1ccc(NC(=O)c2oc3ccc(S(=O)(=O)N4CCCCCC4)cc3c2C)cc1Cl | -5 | 15% | -1%
CCN(CC)CCCNC(=O)c1nn(-c2ccc(OC)cc2)c(=O)c2c1c1ccccc1n2C | 3 | 2% | 6%
COc1ccc(-c2nc(Cn3c(=O)cc(C)c4c(C)nn(-c5ccccc5)c43)c(C)o2)cc1OC | 1 | 0% | 2%
CCCCNC(=O)c1ccc(-c2nc(CS(=O)(=O)c3ccc(C)cc3)c(C)o2)cc1 | 1 | -4% | 3%
COc1ccc2c(c1)cc1c(=O)n(CC(=O)NCc3ccco3)nc(C)n12 | 5 | 4% | 2%

Reprinted from the part before: three compounds; new compounds follow.
SMILES | DRD3 agonist | KB-V1 cytotox | KB-3-1 tox
COc1ccc(-c2nc(Cn3c(=O)cc(C)c4c(C)nn(-c5ccccc5)c43)c(C)o2)cc1OC | 1 | 0% | 2%
CCCCNC(=O)c1ccc(-c2nc(CS(=O)(=O)c3ccc(C)cc3)c(C)o2)cc1 | 1 | -4% | 3%
COc1ccc2c(c1)cc1c(=O)n(CC(=O)NCc3ccco3)nc(C)n12 | 5 | 4% | 2%
CCOc1ccccc1N(C)C(=O)C1CCCN(c2ncnc3c2nc2n3CCCCC2)C1 (stereo not given) | -2 | -6% | 13%
Fc1ccc(-c2nn(-c3ccccc3Cl)c3c2cnc2ccccc23)cc1 | 0 | -21% | ?
COc1ccc(C)cc1NC(=O)C1CCCN(c2ncnc3onc(C)c23)C1 (stereo not given) | 4 | 0% | -1%
O=C1Nc2ccccc2Oc2cc(Oc3ccccc3)ccc21 | 8 | 0% | -21%
Cc1ccc(S(=O)(=O)NCC2CCC(C(=O)NCCc3ccccc3)CC2)cc1 (stereo not given) | -10 | 7% | 12%
Cc1cccc(N2CCN(c3nc4ccccc4c4nnc(C)n34)CC2)c1C | 13 | 14% | ?
Cc1cc(N2CCN(C)CC2)nc2ccc(NC(=O)Nc3ccc(F)cc3)cc12 | -8 | 16% | -26%
Cc1ccc(-c2nnc(Nc3cccc(O)c3)c3ccccc23)cc1S(=O)(=O)N1CCN(C)CC1 | -7 | 6% | 0%
Cc1ccc(CSc2nnc(-n3c(=O)c(C#N)cc4c(=O)n5cc(C)ccc5nc43)s2)cc1 | 2 | 9% | 4%
CCn1nnc2cc(C(=O)Nc3cccc(Cl)c3)ccc21 | -8 | -2% | 6%
COc1ccccc1C(=O)Nc1cccc(C(=O)OCc2cc(=O)n3ccsc3n2)c1 | -5 | 13% | 3%
CCOc1ccccc1NC(=O)CCc1c(C)nc2c(c(C)nn2-c2ccccc2)c1C | -5 | 3% | 0%
CC(C)C(=O)Nc1nc2c(s1)CC(C(C)(C)C)CC2 (stereo not given) | 0 | 0% | 2%
COc1cc(Br)cc2cc(S(=O)(=O)c3ccccc3)c(=O)oc12 | -13 | 20% | -9%
COc1cc(/C=C(\C#N)c2nc3ccccc3[nH]2)ccc1OCc1cccc(C(F)(F)F)c1 | -6 | ? | ?
CCN1c2ccccc2-c2nc(SCC(=O)Nc3cc(F)ccc3F)ncc2S1(=O)=O | 1 | -26% | ?
O=C(CN1C=NS(=O)(=O)c2ccccc21)Nc1ccc(Br)cc1 | -21 | ? | 0%
CC(CC(=O)NCc1ccc(Cl)cc1)CC1=NS(=O)(=O)c2ccccc2N1 (stereo not given) | -11 | 0% | 5%
CCc1ccc(NC(=O)c2cc(=O)c3ccc(C)c(C)c3o2)cc1 | -18 | 5.8µM* | -26%
CCc1ccc(CSc2nc(-c3ccc(OC)cc3)nc3c2Cc2c(CO)cnc(C)c2O3)cc1 | 3 | 0% | 8%

Brought forward from above: 2 entries, followed by the next part.
SMILES | DRD3 agonist | KB-V1 cytotox | KB-3-1 tox
CCc1ccc(NC(=O)c2cc(=O)c3ccc(C)c(C)c3o2)cc1 | -18 | 5.8µM* | -26%
CCc1ccc(CSc2nc(-c3ccc(OC)cc3)nc3c2Cc2c(CO)cnc(C)c2O3)cc1 | 3 | 0% | 8%
COc1ccccc1NC(=O)c1sc2nc(-c3cc4cc(Cl)ccc4oc3=O)[nH]c(=O)c2c1C | 0 | ? | -9%
Cc1ccc(-c2noc(CSc3nnc(-c4ccc(Cl)cc4)n3C)n2)cc1 | -3 | 0% | -15%
O=C(Cn1cnc2onc(-c3ccc(Cl)cc3)c2c1=O)Nc1ccc(F)cc1 | -19 | 11% | -18%
Cc1ccc(Cl)cc1-n1ncc2c(N3CCC(C(N)=O)CC3)ncnc21 | -1 | 0% | 0%
Brc1ccc(-c2ccc(CNCCSc3nnnn3-c3ccccc3)o2)cc1 | -25 | -17% | -7%
CCN(C(=O)c1nn(-c2ccc(OC)c(Cl)c2)c(=O)c2c1c1ccccc1n2C)c1cccc(C(F)(F)F)c1 | -10 | ? | -15%
COc1cccc(C(c2sc3nc(-c4ccco4)nn3c2O)N2CCC3(CC2)OCCO3)c1 (stereo not given) | 2 | 12% | -4%
Cc1cccc(CNC(=O)Cn2nc(C)n3c(cc4cc(F)ccc43)c2=O)c1 | 2 | 0% | -2%
Cc1ccc(Cn2c(=O)n(Cc3ccccc3)c(=O)c3oc4ccccc4c32)cc1 | -5 | 20% | -4%
CSc1nc2sc3c(c2c(=O)n1-c1ccc(C)c(Cl)c1)CCN(C(C)=O)C3 | -1 | 18% | -13%
Cc1ccc(C(c2sc3nc(-c4ccco4)nn3c2O)N2CCN(Cc3ccccc3)CC2)cc1 (stereo not given) | -2 | 11% | 0%
CCC(=O)N1CCc2cc(S(=O)(=O)NC(CC(C)C)C(=O)NCc3ccc(C)cc3)ccc21 (stereo not given) | -9 | -2% | 0%
CC1=C(C(=O)Nc2ccc(C)c(C)c2)C2(CCCCCC2)OC1=O | -20 | -12% | -6%
Cc1ccc2c(c1)N(CC(=O)NCc1ccccc1Br)C(=O)c1cccnc1O2 | -14 | -9% | 3%
COc1ccc(S(=O)(=O)N(CC(=O)Nc2ccc(Br)cc2)Cc2ccccc2)cc1 | -16 | ? | -4%
COc1ccc(-n2ncc(C(=O)NCCN3CCOCC3)c2C2CCN(C(=O)OC(C)(C)C)CC2)cc1 | 1 | 4% | 19%
COc1ccc(OC)c(NC(=O)c2c(NCc3ccc(N(C)C)cc3)sc3c2CCCC3)c1 | 2 | -24% | -7%
COc1ccc(-c2nnc(SCC(=O)Nc3cccc(C(F)(F)F)c3)nc2-c2ccc(OC)cc2)cc1 | -1 | ? | 12%
CC(C)Oc1ccc(CNC(=O)CCCN2C(=O)CCn3nc(-c4cccn4C)cc32)cc1 | 7 | -5% | 6%

An excerpt (hit frequency here may not be typical).
